Bcl-xL primary: inhibitors of human Bcl-xL, primary screen, biochemical, fluorescence polarization, HTS | Bcl-2-like protein 1 (Homo sapiens), Q07817 | GST-Bcl-xL / FITC-Bim BH3 peptide fluorescence polarization | inhibition, % at 10.9 µM | 320,000 compounds, 0.7% hits | AID 2129, 2009;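 active = inhibition above the mean of all tested compounds plus 3 SD, cutoff set per campaign, cut at about 30% in these data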;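 note: 0% = DMSO wells and 100% = unlabeled Bim-BH3 peptide competitor; inhibitors lower millipolarization by displacing the labeled peptide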
Target sequence (Q07817 whole entry, looked up): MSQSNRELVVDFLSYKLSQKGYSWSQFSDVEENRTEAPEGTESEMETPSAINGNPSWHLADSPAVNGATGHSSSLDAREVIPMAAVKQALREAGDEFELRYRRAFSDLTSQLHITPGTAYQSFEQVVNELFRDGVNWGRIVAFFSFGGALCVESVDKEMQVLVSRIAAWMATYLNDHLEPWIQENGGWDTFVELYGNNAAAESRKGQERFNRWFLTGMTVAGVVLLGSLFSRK
PAFAH1B2 inh: PAFAH1B2 enzyme inhibitors, primary screen, biochemical, fluorescence polarization, human; Platelet-activating factor acetylhydrolase IB subunit alpha2 (Homo sapiens), P68402; recombinant PAFAH1B2, FP-rhodamine activity probe; inhibition, % at 3.39 µM; 340,000 compounds, 1.2% hits;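 active = inhibition above the mean of all tested compounds plus 3 SD, cut at about 24% in these data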;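 note: 0% = enzyme with DMSO and 100% = wells lacking PAFAH1B2; many of its hits are not listed in these tables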
Target sequence (P68402 whole entry, looked up): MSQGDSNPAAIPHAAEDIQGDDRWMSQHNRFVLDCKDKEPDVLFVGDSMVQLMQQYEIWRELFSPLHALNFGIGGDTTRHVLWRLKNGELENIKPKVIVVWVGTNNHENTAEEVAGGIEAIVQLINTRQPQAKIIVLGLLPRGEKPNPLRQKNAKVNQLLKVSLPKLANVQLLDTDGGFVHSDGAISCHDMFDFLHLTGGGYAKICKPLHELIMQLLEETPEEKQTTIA
GLD-1 TGE inh: GLD-1/TGE RNA complex disruptors, primary screen, biochemical, fluorescence polarization; AID 2280, 2010; purified GLD-1 + fluorescein TGE RNA; 320,000 compounds, 0.44% hits; inhibition, % at 5.96 µM;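 active = percent inhibition above a per-plate cutoff, the plate mean of test compounds plus 3 SD, cut at about 30% in these data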;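 note: 0% = DMSO wells with GLD-1 and probe and 100% = wells lacking GLD-1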
MCL1 BIM primary: inhibitors of MCL1 binding to BIM-BH3, primary screen, biochemical, fluorescence polarization; GST-MCL1 / FITC-Bim-BH3 fluorescence polarization; inhibition, % at 10.9 µM; 320,000 compounds, 0.68% hits;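 active = inhibition above the mean inhibition of all tested compounds plus 3 SD, set per campaign, cut at about 40% in these data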;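 note: 0% = DMSO wells and 100% = unlabeled Bim-BH3 peptide control; higher means more loss of mP so more displacement of Bim peptide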
Fam108B inh: mouse Fam108B serine hydrolase inhibitors, primary screen, counter-screen for RBBP9 inhibitor project, biochemical, fluorescence polarization | recombinant Fam108B, FP-Rh probe fluorescence polarization | inhibition, % at 9.51 µM | 300,000 compounds, 0.33% hits;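 active = inhibition above the screen mean inhibition plus 3 SD, computed separately per campaign, cut at about 18% in these data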;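 note: inhibitors lower polarization as less probe binds the enzyme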
pPAFAH FP inh: pPAFAH enzyme inhibitors, primary screen, biochemical, fluorescence polarization, human. 330,000 compounds, 1.5% hits. recombinant pPAFAH, FP-rhodamine probe fluorescence polarization. Platelet-activating factor acetylhydrolase (Homo sapiens), Q13093. inhibition, % at 3.39 µM;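 active = inhibition above the mean inhibition across the screen plus 3 SD, cut at about 25% in these data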;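 note: inhibitors block binding of the rhodamine activity-based probe so polarization drops; 0% = enzyme with DMSO and 100% = wells lacking pPAFAH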
MEX-5 binding: MEX-5 zinc finger RNA-binding disruptors – biochemical, C. elegans, fluorescence polarization, MLPCN library, primary screen. Zinc finger protein mex-5 (Caenorhabditis elegans), Q9XUB2. MEX-5/FITC-TCR2 RNA binding; stronger effect = lower value. activity score (negative = inhibition of binding), % at 10 µM. 300,000 compounds, 0.38% hits;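 active = inhibition past about -25% in most replicates, and total fluorescence under double the plate's negative control median, limit read from the data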;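 note: 0% = DMSO and -100% = 5 µM competing unlabeled TCR2 RNA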
Target sequence (Q9XUB2 whole entry, looked up): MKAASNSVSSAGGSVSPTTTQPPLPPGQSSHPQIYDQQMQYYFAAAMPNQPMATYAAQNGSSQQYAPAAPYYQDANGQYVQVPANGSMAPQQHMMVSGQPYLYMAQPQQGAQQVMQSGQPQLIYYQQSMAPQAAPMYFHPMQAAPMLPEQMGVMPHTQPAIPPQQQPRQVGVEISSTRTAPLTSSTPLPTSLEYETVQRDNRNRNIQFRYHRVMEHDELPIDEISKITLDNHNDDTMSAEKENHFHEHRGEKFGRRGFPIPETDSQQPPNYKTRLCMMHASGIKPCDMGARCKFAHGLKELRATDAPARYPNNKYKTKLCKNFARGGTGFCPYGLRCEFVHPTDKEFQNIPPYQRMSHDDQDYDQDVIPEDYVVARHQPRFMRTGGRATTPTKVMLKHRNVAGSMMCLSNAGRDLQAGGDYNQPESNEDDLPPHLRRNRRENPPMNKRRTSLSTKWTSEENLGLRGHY
AHR activator: AHR activators, primary screen, cell-based, luminescence, luciferase reporter, human. Aryl hydrocarbon receptor (Homo sapiens), P35869. AHR-responsive luciferase reporter cells. activation, % at 5 µM. 320,000 compounds, 2.5% hits. AID 2796, 2010; in the data active = activation above about 47%;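 note: 0% = vehicle wells and 100% = reference agonist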
PME-1 primary: PME-1 inhibitors via competitive probe labeling, primary screen, biochemical, fluorescence polarization, FP-Rh probe, HTS. AID 2130, 2009. 320,000 compounds, 0.53% hits. recombinant PME-1. inhibition, % at 5.9 µM. Protein phosphatase methylesterase 1 (Homo sapiens), Q9Y570;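 active = inhibition above the campaign mean of all compounds plus 3 SD, cut at about 26% in these data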;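 note: competitive labeling of PME-1 active site by serine hydrolase directed probe; 0% = PME-1 with DMSO and 100% = wells lacking PME-1 enzyme; inhibitors block probe labeling so polarization falls and inhibition rises; many of its hits are not listed in these tables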
The depositor's hits bear a star; x = not tested or not shown. An excerpt; the hit share may differ from the screen's.

SMILES	Bcl-xL primary	PAFAH1B2 inh	GLD-1 TGE inh	MCL1 BIM primary	Fam108B inh	pPAFAH FP inh	MEX-5 binding	AHR activator	PME-1 primary
CC1(c2ccccc2)NC(=O)N(CC(=O)NC(=O)NCc2ccco2)C1=O (configuration not stated)	-1	4	5	0	3	6	0.8	-1	-8
Cc1cc(C(=O)NNCc2ccccc2)no1	0	3	2	7	0	3	x	-3	2
CC1CCN(c2ccc(C(=O)O)cc2)CC1	-3	11	5	-2	-4	-1	1.8	0	2
O=C(NNc1c(Cl)cncc1Cl)c1cccs1	8	4	2	4	4	-3	3.4	2	-6
CC(C)C(NC(=O)c1c(F)cccc1F)C(=O)N1CCN(c2ncccn2)CC1 (configuration not stated)	x	4	3	x	x	2	x	1	x
C/C(=N\NC(=O)C(c1ccncc1)N1CCOCC1)c1ccc(Br)cc1 (configuration not stated)	6	24	5	9	2	4	1.2	2	1
O=c1ccc(-c2ccccc2)nn1Cc1ccccc1	-3	4	5	0	2	6	0.6	1	2
O=C(c1cc(-c2ccc(Cl)c(Cl)c2)on1)N1CCOCC1	3	-3	-1	-2	1	1	-2.5	2	-5
N#C/C(=N\Nc1cc(Cl)cc(Cl)c1)c1nnc2n1CCCCC2	-6	1	-2	-14	-2	17	-0.4	41	7
COCCCNC(=O)CC1C[C@H](C(=O)N(C(C)C)C(C)C)[C@@]2(C)c3[nH]c4ccccc4c3CCN2C1=O (some centres not stated)	x	3	0	x	x	5	x	1	x
O=C(CSc1nc2ccccc2s1)N/N=C/c1ccco1	4	5	4	18	5	8	-4.7	13	1
O=C(NCc1ccc(F)cc1)c1cccc2c1C(=O)c1ccc(N3CCOCC3)cc1S2(=O)=O	13	-3	-10	6	x	0	x	8	1
CCCCNC(=O)C1(NC(=O)Nc2ccc(C)cc2)CCCCC1	0	x	0	-6	1	-3	-0.7	-1	-1
CCCCNC(=O)N(O)C1N(/N=C/c2ccco2)C(=S)SC1(C)C (configuration not stated)	-1	2	-1	4	x	2	x	0	4
Cc1ccc(N(CC(=O)N/N=C/c2cccs2)S(C)(=O)=O)cc1	2	2	12	1	-2	2	-1.0	3	1
CCc1cc(C(=O)NNC(=S)NC(C)c2ccccc2)cs1 (configuration not stated)	-1	2	4	-4	3	5	-1.3	-1	-2
CCN(C(=O)c1cn(C)c(=O)c2cc(OC)c(OC)cc12)c1cc(C)ccc1C	2	6	0	8	0	-1	-4.5	4	-4
COc1ccc(N(C(C)C(=O)NCCSCc2cccc(Cl)c2)S(C)(=O)=O)cc1 (configuration not stated)	0	3	1	4	3	8	0.1	1	3
CSc1ncc(CN2CCc3c([nH]c4ccccc34)C2C(C)(C)C)cn1 (configuration not stated)	10	4	9	3	1	-2	-2.8	13	-2
O=C(COC(=O)c1nc(Cl)ccc1Cl)NC1CCCCCC1	4	3	7	3	0	6	-1.1	2	-7
Cn1c(=O)c2c(SCc3ccccc3)nc(C3CC3)nc2n(C)c1=O	1	2	2	-1	2	-2	-3.2	2	-8
O=C(Nc1ccncc1)c1cccc(S(=O)(=O)N2CCOCC2)c1	5	5	1	1	-2	-3	0.6	2	1
CCN(CC)CCCN1C(=O)C(O)=C(C(=O)c2cc3cccc(OC)c3o2)C1c1ccncc1 (configuration not stated)	2	8	8	2	0	6	2.2	3	-2
N#C/C(=C\c1ccccc1)C(=O)NC(=O)Oc1ccccc1	1	6	-8	-1	1	-1	0.7	-1	0
COC(=O)Cc1c(C)nc2nc(-c3ccc(C)cc3)[nH]n2c1=O	3	5	-7	-4	0	0	-1.9	3	-1
The list goes on:
SMILES	Bcl-xL primary	PAFAH1B2 inh	GLD-1 TGE inh	MCL1 BIM primary	Fam108B inh	pPAFAH FP inh	MEX-5 binding	AHR activator	PME-1 primary
O=c1oc2ccccc2n1CSc1nc2ccccc2s1	7	0	6	9	-1	0	-1.3	61*	7
CCCCOc1ccc(C(=O)OC(C)CN(C)C)cc1 (configuration not stated)	-1	4	4	3	0	-9	-1.1	20	-4
CCOC(=O)C1=C(c2ccccc2)NC(=O)NC1c1cc(OC)c(O)c([N+](=O)[O-])c1 (configuration not stated)	4	11	-2	0	3	-1	-0.9	-3	0
CCOC(=O)c1nc(N/N=C/c2ccccc2)sc1Br	3	3	1	-2	2	9	-0.2	0	6
Cc1ccnc(N2C(=O)c3ccccc3C2=O)c1	3	1	-2	3	-7	0	-0.1	0	1
O=C(CN1CCN(c2ccc(O)cc2)CC1)NCC(=O)Nc1ccc(F)c(F)c1F	10	2	2	5	x	13	x	-1	5
C/C(=N\Nc1ccc(C#N)cc1[N+](=O)[O-])c1ccc(O)cc1	9	3	6	16	-3	3	-2.2	-2	3
OC(COc1ccc2cc(Br)ccc2c1)CN1CCN(c2ccccn2)CC1 (configuration not stated)	4	1	3	3	-4	5	-0.9	5	-5
CCOc1ccc(Br)cc1C(=O)N/N=C/c1c[nH]c2ccccc12	0	6	7	2	-4	7	1.6	47*	5
Cc1n[nH]c(=O)c2c(NC(=O)CSc3nnnn3-c3ccccc3)oc(C)c12	-5	1	6	-10	3	6	-5.8	12	-2
COc1ccccc1NC(=O)Cn1nnc(-c2ccccc2NC(=O)c2cccs2)n1	3	-4	3	8	-4	-7	-2.5	2	-6
CCc1ccc2nc3sc(C(=O)O)cc3cc2c1	5	5	1	5	0	2	2.1	13	0
Cc1c(C)[n+](=O)c(-c2ccc(F)cc2)c(C)n1[O-]	6	4	3	7	-2	7	0.9	1	6
COc1ccc(Br)cc1CN(C)C(=O)Cc1ccc(S(=O)(=O)N2CCOCC2)s1	5	6	0	-3	3	5	0.5	1	-3
COc1ccc(CN(C(=O)CN2C(=O)COc3ccccc32)C2CCCC2)c(OC)c1	3	0	-4	3	7	-3	0.5	9	-4
Cc1cc(C)nc(-n2nc(C)c3c(C(=O)O)cc(-c4cccc(Br)c4)nc32)n1	4	2	2	3	-1	13	-0.5	2	2
Cc1cccc(NC(NC(=O)c2cccnc2)C(Cl)(Cl)Cl)c1 (configuration not stated)	-4	2	-2	2	-3	0	1.5	8	4
Cc1ccc(-c2nnn(CC(=O)N(CCN3CCOCC3)C(C(=O)NC3CCCC3)c3ccncc3)n2)o1 (configuration not stated)	4	1	-1	0	1	-2	2.7	1	-6
O=C1C2ON(c3ccccc3)C(c3cccnc3)C2C(=O)N1c1ccc(Cl)c(Cl)c1 (configuration not stated)	5	1	2	8	2	2	3.3	-1	7
CC(Sc1c[nH]c2ccccc12)C(=O)O (configuration not stated)	1	-8	4	0	2	4	1.5	7	5
CC(NC(=O)CN1CCN(c2ccc(Cl)cc2)CC1)c1ccccc1 (configuration not stated)	8	7	2	-3	1	5	0.5	0	10
CCOC(=O)c1ccc(S(=O)(=O)N2CCN(CCc3ccncc3)CC2)cc1	x	-3	0	x	x	1	x	1	x
CC(=O)C1=C(O)C(=O)N(Cc2ccccc2)C1c1ccc(Cl)cc1 (configuration not stated)	-5	29*	-1	-8	0	-3	-1.3	1	-5
CCCCCOC(=O)Nc1ccc(S(=O)(=O)Nn2cnnc2)cc1	2	7	8	0	4	-3	-2.4	1	2
CCC1CCC/C1=N\NC(=O)c1ccccc1C (configuration not stated)	0	0	7	-3	2	5	0.2	4	-5
Remaining list, next part:
SMILES	Bcl-xL primary	PAFAH1B2 inh	GLD-1 TGE inh	MCL1 BIM primary	Fam108B inh	pPAFAH FP inh	MEX-5 binding	AHR activator	PME-1 primary
O=C(C[C@H]1C/C=C\CC[C@H](Cc2ccc(F)cc2)C(=O)OC[C@H]2CCCN2C1=O)N[C@H](CO)Cc1ccccc1	x	7	-1	x	x	9	x	-2	x
COc1cc(OC)c(C2=NOC(C(=O)NCc3cccs3)C2)cc1Cl (configuration not stated)	2	2	-9	3	-4	-3	-2.7	-4	-4
CCOc1ccc(C(=O)N(Cc2ccccc2)c2cccc(C)c2)cc1OC	0	5	0	3	1	-1	1.4	-7	-2
COc1ccc(CCNC(=O)c2ccc(N(C)S(=O)(=O)c3ccc(C)cc3)cc2)cc1	5	-4	-1	3	-10	0	0.2	4	-7
CN(C)S(=O)(=O)c1cccc(C(=O)OCC(=O)NC2CCCc3ccccc32)c1 (configuration not stated)	-3	3	1	-26	-4	19	0.2	1	22
CSCCC1NC2(C(=O)Nc3c2ccc(Cl)c3C)[C@@H]2C(=O)N(C3CCCC3)C(=O)[C@H]12 (some centres not stated)	6	10	5	12	0	5	-0.3	7	2
Cc1cccc(NC(=O)c2cc3c(s2)-c2c(C)cccc2OC3)n1	2	-3	-2	2	-21	-1	-0.5	24	-15
Cc1c(O)ccc(C(=O)COc2ccccc2F)c1O	3	0	-4	3	9	4	0.6	10	-2
COc1ccccc1N(CN1C(=O)c2ccccc2C1=O)C(=O)c1cccnc1	3	0	-1	-1	0	-2	-1.3	4	-3

Grouped by structure: the entries above with a thiophene ring, fused or not.
SMILES	Bcl-xL primary	PAFAH1B2 inh	GLD-1 TGE inh	MCL1 BIM primary	Fam108B inh	pPAFAH FP inh	MEX-5 binding	AHR activator	PME-1 primary
O=C(NNc1c(Cl)cncc1Cl)c1cccs1	8	4	2	4	4	-3	3.4	2	-6
Cc1ccc(N(CC(=O)N/N=C/c2cccs2)S(C)(=O)=O)cc1	2	2	12	1	-2	2	-1.0	3	1
CCc1cc(C(=O)NNC(=S)NC(C)c2ccccc2)cs1 (configuration not stated)	-1	2	4	-4	3	5	-1.3	-1	-2
COc1ccccc1NC(=O)Cn1nnc(-c2ccccc2NC(=O)c2cccs2)n1	3	-4	3	8	-4	-7	-2.5	2	-6
CCc1ccc2nc3sc(C(=O)O)cc3cc2c1	5	5	1	5	0	2	2.1	13	0
COc1ccc(Br)cc1CN(C)C(=O)Cc1ccc(S(=O)(=O)N2CCOCC2)s1	5	6	0	-3	3	5	0.5	1	-3
COc1cc(OC)c(C2=NOC(C(=O)NCc3cccs3)C2)cc1Cl (configuration not stated)	2	2	-9	3	-4	-3	-2.7	-4	-4
Cc1cccc(NC(=O)c2cc3c(s2)-c2c(C)cccc2OC3)n1	2	-3	-2	2	-21	-1	-0.5	24	-15
